# Screens: PubChem, Broad Institute
# RAD52 inh = RAD52 DNA annealing inhibitors, primary screen, biochemical, FRET, single point, set 2. recombinant RAD52 DNA annealing, FRET fluorescence. actives 0.46% (n = 360,000). inhibition, % at 18.7 µM. DNA repair protein RAD52 homolog (Homo sapiens), P43351;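 active = every replicate showing at least 50% inhibition; inconclusive = mean inhibition at least 50% but not in every replicate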
# Target sequence (P43351 whole entry, looked up): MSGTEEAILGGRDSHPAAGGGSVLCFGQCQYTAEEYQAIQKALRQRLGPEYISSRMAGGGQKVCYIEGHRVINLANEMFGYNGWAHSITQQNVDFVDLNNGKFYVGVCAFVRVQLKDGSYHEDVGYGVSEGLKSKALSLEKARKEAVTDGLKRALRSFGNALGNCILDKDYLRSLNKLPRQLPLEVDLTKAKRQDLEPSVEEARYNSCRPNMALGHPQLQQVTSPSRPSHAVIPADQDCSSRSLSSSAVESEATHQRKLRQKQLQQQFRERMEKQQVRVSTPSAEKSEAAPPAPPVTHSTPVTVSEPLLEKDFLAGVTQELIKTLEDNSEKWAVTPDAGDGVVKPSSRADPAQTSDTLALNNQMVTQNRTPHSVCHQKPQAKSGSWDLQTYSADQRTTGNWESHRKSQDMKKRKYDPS
# ERAP1 HTS inh = human ERAP1 aminopeptidase inhibitors, primary screen, biochemical, single point, plate reader; recombinant ERAP1, Leu-AMC fluorescence, 60 min; actives 0.15% (n = 340,000); inhibition, % at 10.7 µM;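 active = mean replicate inhibition of at least 30%, or all replicates individually reaching that 30% level; inactive = mean below 30% and not every replicate reaching it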;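 also: 0% = neutral control wells and 100% = L-leucinethiol positive control wells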
# PGC1a acetyl inh = inhibitors of PGC1a acetylation signal, primary screen, cell-based, U2OS, AlphaScreen, inhibitor mode. AlphaScreen anti-acetyl-lysine; with virally co-expressed GCN5 acetyltransferase. inhibition, % at 15.6 µM. actives 0.17% (n = 350,000);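 active = every replicate shows inhibition of at least 40%; inconclusive = mean inhibition at least 40% but some replicate below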;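 also: 0% = neutral control wells and 100% = positive control wells; some results beyond the cut were filed as inactive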
# * marks the source's active call; other numbers are inactive results; i = inactive; ? = inconclusive. An excerpt; count on the stated rates, not on these rows.
# Preview:
SMILES,RAD52 inh,ERAP1 HTS inh,PGC1a acetyl inh
Cc1nc2c3c(sc2c(=O)[nH]1)NC(=O)CC3c1ccccc1Cl (stereo not drawn),-3.7,-2.6,7.2
CCc1ccc(C2C(C#N)=C(N)N(N3CCOCC3)C3=C2C(=O)CC(C)(C)C3)s1 (stereo not drawn),-7.0,5.0,2.2
COc1ccc(NC(=O)COC(=O)Cc2ccccc2[N+](=O)[O-])cc1OC,-3.4,2.4,4.8
CCCc1cc(=O)[nH]c(SCC(=O)Nc2nc(-c3ccccc3)cs2)n1,-5.3,4.3,2.0
CC1CCN(S(=O)(=O)c2ccc(S(=O)(=O)NCc3cccnc3)cc2)CC1,-4.5,-0.8,0.7
Cc1cccc(C2c3[nH]c4ccccc4c3CCN2Cc2ccc(C)s2)n1 (stereo not drawn),-14.4,8.4,-5.3
O=C(c1ccccc1Br)N1CCCC(c2nc(-c3cccs3)no2)C1 (stereo not drawn),-3.5,-1.5,1.7
Cc1ccc(NC(=O)CSc2nc(N)cc(=O)[nH]2)cc1Cl,-13.6,3.3,-5.1
O=C(CSc1n[nH]c(=O)n1Cc1ccco1)Nc1ccccc1Cl,-6.4,0.1,3.2
Cc1cc(/C=C\c2nc(O)c([N+](=O)[O-])c(=O)[nH]2)c(C)n1-c1ccccc1,-21.5,11.6,-2.2
CCOc1ccc2nc(NC(=O)C3=NN(c4ccccc4)C(=O)CC3)sc2c1,-38.6,-0.1,0.5
CC(C)NC1CS(=O)(=O)CC1O (stereo not drawn),5.0,1.3,8.0
COC(=O)C(NS(=O)(=O)c1ccc(F)cc1)c1ccccc1 (stereo not drawn),0.3,0.2,-3.4
Cn1c2c(c(=O)n(C)c1=O)C(c1ccccc1F)C(C#N)=C(N)O2 (stereo not drawn),-17.9,4.5,-6.5
COC(=O)Nc1[nH]ncc1[N+](=O)[O-],-8.7,-1.3,3.9
Cc1ccc(N=Cc2c(O)cc(C)oc2=O)c(C)c1,-56.8,-6.5,-4.3
CC(C)NC(=O)CN1CCN(Cc2nc(C(c3ccccc3)c3ccccc3)no2)CC1,-19.6,-0.9,-1.8
COC(=O)C1=CN(Cc2cccs2)C=C(C(=O)OC)C1c1cccc(O)c1,-7.8,-84.2,-9.9
Cc1ccc(N=Cc2cc(Br)cc(Cl)c2O)cc1,-17.9,0.1,-5.7
COc1ccc(/C=N/Nc2nn3cnnc3c3ccccc23)cc1,-15.5,-1.9,-6.5
Cc1cc(C(=O)CSc2nnc(N)s2)c(C)n1Cc1ccco1,-9.7,0.7,6.0

# All compounds of this part, from the first entry:
SMILES,RAD52 inh,ERAP1 HTS inh,PGC1a acetyl inh
Cc1nc2c3c(sc2c(=O)[nH]1)NC(=O)CC3c1ccccc1Cl (stereo not drawn),-3.7,-2.6,7.2
CCc1ccc(C2C(C#N)=C(N)N(N3CCOCC3)C3=C2C(=O)CC(C)(C)C3)s1 (stereo not drawn),-7.0,5.0,2.2
COc1ccc(NC(=O)COC(=O)Cc2ccccc2[N+](=O)[O-])cc1OC,-3.4,2.4,4.8
CCCc1cc(=O)[nH]c(SCC(=O)Nc2nc(-c3ccccc3)cs2)n1,-5.3,4.3,2.0
CC1CCN(S(=O)(=O)c2ccc(S(=O)(=O)NCc3cccnc3)cc2)CC1,-4.5,-0.8,0.7
Cc1cccc(C2c3[nH]c4ccccc4c3CCN2Cc2ccc(C)s2)n1 (stereo not drawn),-14.4,8.4,-5.3
O=C(c1ccccc1Br)N1CCCC(c2nc(-c3cccs3)no2)C1 (stereo not drawn),-3.5,-1.5,1.7
Cc1ccc(NC(=O)CSc2nc(N)cc(=O)[nH]2)cc1Cl,-13.6,3.3,-5.1
O=C(CSc1n[nH]c(=O)n1Cc1ccco1)Nc1ccccc1Cl,-6.4,0.1,3.2
Cc1cc(/C=C\c2nc(O)c([N+](=O)[O-])c(=O)[nH]2)c(C)n1-c1ccccc1,-21.5,11.6,-2.2
CCOc1ccc2nc(NC(=O)C3=NN(c4ccccc4)C(=O)CC3)sc2c1,-38.6,-0.1,0.5
CC(C)NC1CS(=O)(=O)CC1O (stereo not drawn),5.0,1.3,8.0
COC(=O)C(NS(=O)(=O)c1ccc(F)cc1)c1ccccc1 (stereo not drawn),0.3,0.2,-3.4
Cn1c2c(c(=O)n(C)c1=O)C(c1ccccc1F)C(C#N)=C(N)O2 (stereo not drawn),-17.9,4.5,-6.5
COC(=O)Nc1[nH]ncc1[N+](=O)[O-],-8.7,-1.3,3.9
Cc1ccc(N=Cc2c(O)cc(C)oc2=O)c(C)c1,-56.8,-6.5,-4.3
CC(C)NC(=O)CN1CCN(Cc2nc(C(c3ccccc3)c3ccccc3)no2)CC1,-19.6,-0.9,-1.8
COC(=O)C1=CN(Cc2cccs2)C=C(C(=O)OC)C1c1cccc(O)c1,-7.8,-84.2,-9.9
Cc1ccc(N=Cc2cc(Br)cc(Cl)c2O)cc1,-17.9,0.1,-5.7
COc1ccc(/C=N/Nc2nn3cnnc3c3ccccc23)cc1,-15.5,-1.9,-6.5
Cc1cc(C(=O)CSc2nnc(N)s2)c(C)n1Cc1ccco1,-9.7,0.7,6.0
CCn1c(C)c(P(c2ccccc2)c2ccccc2)[n+]2ccccc12,-21.9,-0.9,4.3
O=C(COC(=O)c1ccc(Br)o1)Nc1ncc(Cl)cc1Cl,-23.5,3.8,-26.2
C[C@@H]1CN([C@H](C)CO)C(=O)c2cc(C#CCN(C)C)cnc2O[C@H]1CN(C)Cc1cccc(C(=O)O)c1,3.7,2.5,2.7
O=C(O)/C=C/c1ccc(OCCCF)cc1,-9.1,-2.6,-3.4
# The list continues.
SMILES,RAD52 inh,ERAP1 HTS inh,PGC1a acetyl inh
S=C(Nc1ccc2nc(-c3ccccn3)c(-c3ccccn3)nc2c1)N1CCOCC1,-81.7,-11.0,5.0
CNS(=O)(=O)c1ccc2nc(NC(=O)c3ccc(N4C(=O)CCC4=O)cc3)sc2c1,-16.3,-0.6,-13.0
Cc1cc(-c2ccccc2)nc(N(C)N)c1S(C)(=O)=O,-13.6,-1.1,-23.0
O=C(/C=C/c1cccs1)Nc1nncs1,-32.6,-4.1,9.3
NS(=O)(=O)c1ccc(CCNC(=O)C2CCN(S(=O)(=O)c3ccccc3)CC2)cc1,-6.5,-3.2,9.6
Cc1cc(C(=O)N/N=C/c2ccc(N(C)C)cc2)c2ccccc2n1,-37.4,-1.1,9.4
CC1CCC(N(C(=O)c2csnn2)C(C(=O)NC(C)(C)C)c2cccnc2)CC1 (stereo not drawn),-16.7,2.1,2.3
Cc1c(-c2nc(-c3ccncc3)no2)cccc1[N+](=O)[O-],-6.2,2.4,-3.6
COc1ccc(S(=O)(=O)Nc2ccc3c(c2)C(=O)N([C@@H](C)CO)C[C@H](C)[C@H](CN(C)S(=O)(=O)c2c(C)noc2C)OCCCC[C@@H](C)O3)cc1,6.5,-3.2,3.2
O=C(CN1CCC(NC(=O)C2CCCCC2)CC1)NCc1ccco1,-0.5,-0.8,-3.5
Cc1ccc(C(=O)NCC(=O)NCC(=O)OCc2ccc(F)cc2)cc1,-3.1,-2.1,0.4
O=C(Cc1cccs1)NC(c1ccccc1)c1ccccc1,-22.3,-8.3,-10.6
COc1ccc(C2CC2C(=O)c2ccccn2)cc1 (stereo not drawn),-0.2,-3.3,-8.9
CCNc1nc(NC(C)C)nc(Oc2ccc(=O)n(C)n2)n1,-10.2,3.6,4.0
CC1=C(c2ccc(C)cc2)[N+](=O)C(C)(C)N1[O-],-7.3,2.7,-1.8
COc1ccc(NC(=O)C/C(C)=N/NC(=O)C(=O)Nc2cccc(Cl)c2C)c(OC)c1,-7.8,-0.4,7.7
CSc1ncccc1C(=O)NCCc1ccc(Cl)cc1,5.8,6.7,0.8
CC(C)(C)C(=O)N1CCN(c2ccc([N+](=O)[O-])c(NCc3cccnc3)c2)CC1,-0.6,5.9,15.3
CCOC(=O)C1(Cc2cccc(OC)c2)CCN(Cc2cc(OC)ccc2OC)CC1,-4.0,4.5,10.6
CC1CCCC(C)N1C(=S)NCc1ccco1 (stereo not drawn),-6.0,-0.1,?
COCC#Cc1ccc(CC[C@H]2O[C@H]3CC[C@H](CO)O[C@H]3C[C@H]2n2cc(C3CC3)nn2)cc1,-1.9,-2.0,-12.0
Cc1onc(-c2c(F)cccc2Cl)c1C(=O)OCC(=O)NC(=O)NCC(C)C,-7.9,1.9,-6.0
COC(=O)N/N=C1\CCCc2c(C)cc(C)cc21,-4.9,0.7,1.3
C[C@@H]1CN([C@@H](C)CO)C(=O)c2cc(NC(=O)Cc3ccccc3)ccc2O[C@@H](C)CCCCO[C@H]1CN(C)C(=O)Nc1ccccc1,-19.4,2.1,-10.4
O=C(CSCc1ccc(Cl)cc1)Nc1cc([N+](=O)[O-])ccc1O,-23.0,-3.2,-0.2
# Next part.
SMILES,RAD52 inh,ERAP1 HTS inh,PGC1a acetyl inh
Cc1ccc(-n2cc(CN3CCC(O)(c4ccccn4)CC3)c(-c3ccc(F)cc3)n2)cc1,-1.5,2.6,-22.9
O=C1NC(=S)N(c2cccc(Cl)c2)C12CCCCC2,4.3,0.6,5.3
Cc1ccc(NC(=S)NCC(C)CSc2ccc(Cl)cc2)cc1 (stereo not drawn),-8.6,-0.8,-3.8
CCOC(=O)C1=C(N)OC2=C(C(=O)CC(C)(C)C2)C1c1ccc(CC)s1 (stereo not drawn),-9.4,3.6,-18.0
Fc1ccc(/C=N/Nc2nc(-c3cccnc3)nc3ccccc23)cc1,-9.8,-0.7,18.0
Cn1cc(Br)c(-c2cccc(NC(=O)CCCC(=O)O)c2)n1,-7.8,-0.1,-1.1
CCNC(=S)N(CCc1c(C)[nH]c2ccc(C)cc12)Cc1cccs1,-74.5,-4.1,-5.8
O=C(CN(Cc1cccs1)C(=O)CNS(=O)(=O)c1ccc(Cl)cc1)NCC1CCCO1 (stereo not drawn),-13.8,5.9,0.9
CC(=O)Nc1nc2c(s1)C(=O)NCCC2,-5.6,2.5,12.6
CCCN1C(=O)COc2ccc(-c3n[nH]c(=O)c4ccccc34)cc21,4.2,-1.6,6.9
O=c1ccc2ccc(Oc3ccc(Cl)cc3[N+](=O)[O-])cc2o1,8.9,0.9,1.0
CNC(=O)Nc1cccc2cccnc12,1.1,-2.1,5.3
COc1ccc(/C(C)=N/OC/C(O)=C(\C#N)c2nc3ccccc3[nH]2)cc1OC,-11.7,0.0,-1.4
Cc1noc(C)c1S(=O)(=O)N1CCC(C(=O)NCCCN2CC(C)CC(C)C2)CC1 (stereo not drawn),-5.7,-3.0,-4.7
Cc1ccc(C)c(NC(=O)C2CCCN2C(=O)NC2CCCCC2)c1 (stereo not drawn),-9.1,-3.5,0.5
Cc1nc(-c2nc(-c3c(C(=O)NNC(=O)Nc4ccccc4)noc3C)cs2)cs1,0.4,-1.3,5.3
CCN1CCCc2cc(CN(CCN3CCOCC3)C(=S)Nc3ccccc3OC)ccc21,0.3,-0.1,5.0
COc1cccc(/C=C/c2ccccn2)c1O,-7.8,0.3,-3.1
NC(=O)c1cc(C(=O)c2ccc(Cl)cc2)c[nH]1,-1.9,0.5,32.0
O=C(O)Cc1sc(Nc2ccccc2)nc1-c1ccc(Cl)cc1,-16.4,1.6,-0.4
COCC(C)N1C(=O)Cc2c1nc(N)c1c(N)nc(N3CCN(c4ccccc4F)CC3)c(C#N)c21 (stereo not drawn),-18.1,3.0,-3.0
CCOc1ccc(/C=N/NC(=O)c2ccccc2NC(=O)c2ccc(OC)cc2)cc1,-9.7,-0.8,4.7
CCOc1ccc(S(=O)(=O)Nc2nc3ccccc3nc2-n2ccc(=NC(=O)c3ccccc3C)cc2)cc1,i,-1.6,0.7
O=c1[nH]cc(S(=O)(=O)c2ccccc2)[nH]1,-11.1,-2.5,-4.9
Cc1cccc(N2CCN(C(=O)N3CCOCC3)CC2)c1C,-11.0,1.0,11.1
# Next compounds
SMILES,RAD52 inh,ERAP1 HTS inh,PGC1a acetyl inh
Cc1ccc(S(=O)(=O)NC[C@H]2CC[C@@H]3[C@@H](CN3C(=O)CN(C)C)O2)cc1,-4.4,0.8,-8.0
O=C1CCN(c2ccc([N+](=O)[O-])cc2F)CC1,-4.9,3.5,1.4
CN(C)C(=O)c1cc(C(=O)c2ccccc2C(F)(F)F)c[nH]1,4.8,0.2,-1.7
CC(C)C(=O)OCc1cn(-c2ccc(Cl)c(Cl)c2)nn1,-4.9,-1.6,2.4
COc1ccc(CNC(=O)C(c2ccco2)N(C(=O)Cc2cccs2)c2cccnc2)cc1 (stereo not drawn),-104.8,0.9,8.4
COc1ccc(Br)c(-c2nc(CS(=O)(=O)c3ccc(F)cc3)no2)c1,-16.4,-3.1,-26.7
CC(C)C(=O)NC(c1cccc([N+](=O)[O-])c1)c1c(O)ccc2ccccc12 (stereo not drawn),-0.5,9.7,-1.6
CCNc1ccc(C(=O)OCC(=O)NCCN2C(=O)CSC2=O)cc1[N+](=O)[O-],-17.0,4.4,3.1
c1ccc2oc(SCc3cn4ccccc4n3)nc2c1,-2.0,0.4,-0.3
NC(CSCc1cccc(Br)c1)C(=O)O (stereo not drawn),-11.0,-2.9,-1.7
CN(C)/C(=N\O)c1c(Cl)cccc1Cl,-9.2,2.5,3.0
O=C(NC(=S)Nc1ncccn1)c1ccc(Cl)cc1Cl,-26.8,-1.8,0.6
O=C(Cn1nnc(-c2ccc(F)cc2)n1)Nc1ccc2c(c1)OCCO2,-7.0,0.5,2.8
CC(=O)c1cnc2n(c1=O)CCS2,-7.4,-5.8,5.4
CN(C)S(=O)(=O)c1ccc(Cl)c(NC(=O)CN2CCC(Cc3ccccc3)CC2)c1,11.7,-1.4,-8.9
